Source: PubChem BioAssay
Nrf2 ARE act: Nrf2 pathway activation. AREc32 ARE-luciferase reporter (MCF7-derived line), luminescence, 24 h. Potency, µM (series often up to 46.1 µM), without a hit: at the highest dose activation, usual class: activators. actives 0.31% (n = 410,000); also: % of control where 0% means no effect; nearly all actives have a fitted effect of over 65% in size
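ARE-driven firefly luciferase activity in AREc32 cells measured after a 24 hr compound exposure at 37 deg C, using Steady-Glo reagent and a 30 min room-temperature hold.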
HepG2 tox: kills HepG2 cells in TGF-b inhibitor counter-screen; AID 588856; Potency, µM (top dose mostly 46.1 µM), without a hit: top-dose activity change, negative = cytotoxicity, most hits filed as cytotoxic; HepG2 CAGA-GFP viability, ATP luminescence, 18 h; actives 0.76% (n = 410,000); also: some results filed as inactive show a strong effect at the top dose
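CellTiter-Glo luminescence gave cytotoxicity after 18 hours at 37 degrees C. The cells were HepG2 CAGA-GFP in 1% FBS DMEM, stimulated with 500 pg/mL TGF-beta after compound addition. %Activity was normalised to no-cell wells (complete cell-killing) and DMSO (no toxicity), and curves were fitted and classified.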
EPAC2 antag: EPAC2 (human) antagonism; AID 720708; EPAC2 GEF exchange of Rap1B-BODIPY-GDP, fluorescence; Q8WZA2; Potency, µM (titrated, usually from 114 µM), for inactives: at the highest dose activity, negative = inhibition, hits mostly inhibitors; actives 0.18% (n = 360,000); also: % is scaled to controls: 0 for no effect and ±100 for the full control effect; nearly all actives have a fitted effect of over 45% in size; many of its hits are not listed in these tables
Target sequence (Q8WZA2 whole entry, looked up): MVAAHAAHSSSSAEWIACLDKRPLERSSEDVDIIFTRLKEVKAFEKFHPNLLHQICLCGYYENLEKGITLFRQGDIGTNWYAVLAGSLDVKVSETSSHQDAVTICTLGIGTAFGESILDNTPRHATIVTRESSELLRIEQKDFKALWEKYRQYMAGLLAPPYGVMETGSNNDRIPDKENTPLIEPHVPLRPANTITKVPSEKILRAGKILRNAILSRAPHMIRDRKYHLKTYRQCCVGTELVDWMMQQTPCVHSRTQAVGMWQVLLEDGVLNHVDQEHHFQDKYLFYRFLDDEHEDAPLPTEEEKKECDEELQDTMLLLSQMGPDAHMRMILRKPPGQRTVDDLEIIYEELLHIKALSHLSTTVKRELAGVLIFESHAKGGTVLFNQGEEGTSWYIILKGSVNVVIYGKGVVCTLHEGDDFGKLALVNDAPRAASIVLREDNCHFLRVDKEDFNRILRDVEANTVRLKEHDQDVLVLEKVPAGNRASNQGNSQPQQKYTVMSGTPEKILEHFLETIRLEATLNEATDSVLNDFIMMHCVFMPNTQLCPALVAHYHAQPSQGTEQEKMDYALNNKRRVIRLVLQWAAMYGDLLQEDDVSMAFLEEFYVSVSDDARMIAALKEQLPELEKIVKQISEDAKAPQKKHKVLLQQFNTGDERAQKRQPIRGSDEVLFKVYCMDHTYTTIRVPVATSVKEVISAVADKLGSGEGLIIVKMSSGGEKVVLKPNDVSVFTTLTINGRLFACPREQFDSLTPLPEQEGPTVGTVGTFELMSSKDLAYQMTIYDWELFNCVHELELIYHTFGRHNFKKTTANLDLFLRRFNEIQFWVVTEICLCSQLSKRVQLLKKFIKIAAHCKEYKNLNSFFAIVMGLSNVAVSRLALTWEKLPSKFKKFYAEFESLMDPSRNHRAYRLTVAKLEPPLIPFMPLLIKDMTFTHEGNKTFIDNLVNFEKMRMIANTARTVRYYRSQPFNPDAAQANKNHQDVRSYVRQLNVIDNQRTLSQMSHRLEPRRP
ATXN2 expr inh: ATXN2 expression inhibition; HEK-293 ATXN2-luciferase reporter, luminescence, 24 h; Potency, µM (top dose mostly 57 µM), inactives show at the top dose activity change, negative = inhibition, hits mostly inhibitors; actives 0.72% (n = 360,000); AID 1745845; also: % is scaled to controls: 0 for no effect and ±100 for the full control effect; nearly all actives have a fitted effect of over 55% in size
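qHTS (up to 57 uM final) was run with 24 h compound exposure of reporter cells at 37 °C. Each well was multiplexed: SteadyGlo luminescence measured ATXN2-luciferase expression after a fluorogenic Gly-Phe-AFC viability readout (25 uM final).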
MCF10A rereplic: induces DNA re-replication in MCF 10a normal breast cells. Potency, µM (highest dose often 46.1 µM), for the others: at the highest dose activity, positive = re-replication, most hits filed as activators. actives 2.9% (n = 350,000). MCF 10A DNA re-replication, Hoechst nuclear intensity, 48 h; also: % of control where 0% means no effect; nearly all actives have a fitted effect of over 50% in size
TGFb inhibitor: TGF-b pathway inhibition; Potency, µM (series often up to 46.1 µM), without a hit: top-dose activity, negative = inhibition, most hits filed as inhibitors; actives 1.2% (n = 410,000); HepG2 CAGA-GFP TGF-b/SMAD3 reporter, GFP fluorescence, 18 h; TGF-beta stimulated, 500 pg/mL final; AID 588855; also: % is scaled to controls: 0 for no effect and ±100 for the full control effect; nearly all actives have a fitted effect of over 65% in size
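Cell-based qHTS in HEPG2 carrying a CAGA-GFP Smad reporter; compounds added before 500 pg/mL final TGF-beta, 18 h incubation at 37 degrees C, GFP fluorescence quantified per cell by imaging cytometry.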
S2 tox: cell viability loss in ATXN counter-screen; S2 cells (HEK-293 line with an ATXN2-luciferase reporter) viability, CellTiter-Fluor protease fluorescence, 24 h; Potency, µM (titrated, usually from 56.7 µM), most hits filed as cytotoxic; actives 0.49% (n = 400,000); also: nearly all actives have a fitted effect of over 40% in size
A549 viability: counter-screen for Nrf2 inhibitors: cytotoxicity in A549 cells | Potency, µM (highest dose often 46 µM), without a hit: at the top dose activity change, negative = cytotoxicity, hits mostly inhibitors | actives 0.16% (n = 390,000) | A549 ARE-Fluc cells, CellTiter-Fluor viability, 18-24 h; also: % is scaled to controls: 0 for no effect and ±100 for the full control effect
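A549 ARE_Fluc cells in 5% FBS OPTI-MEM were exposed to compounds in concentration-response for 18-24 h at 37 deg C. Viability was read by CellTiter-Fluor fluorescence (Ex 405/Em 525) after 30 min, before the luciferase read.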
Nrf2 inh: inhibitors of Nrf2 signaling | A549 ARE-Fluc reporter, luciferase luminescence, 18-24 h | Potency, µM (series often up to 46 µM), without a hit: at the top dose activity change, negative = inhibition, usual class: inhibitors | actives 2.1% (n = 360,000) | AID 504444; also: % is scaled to controls: 0 for no effect and ±100 for the full control effect; nearly all actives have a fitted effect of over 60% in size
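Reporter: ARE-Fluc in A549. Exposure: 18-24 h, 37 °C, 5% CO2, 5% FBS OPTI-MEM. Readouts: fluorescent cytotoxicity (CellTiter-Fluor), then luminescent Nrf2 signal after BugLite.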
* hit, by the source's call; i = inactive; ? = inconclusive; / = not tested or not shown; & = joins results of further samples; [ ] = another dose, or the depositor's remark. Calls follow the shape of the dose curve; as a rule, active = well fitted curve in the direction sought with a large enough effect; inconclusive = small, poorly fitted or top-dose-only effect, or another doubt; inactive = no such curve, though single readings can be large; an effect the other way counts as inactive or inconclusive. Potency is read from the fitted curve at half-maximal effect. Some of the compounds tested; the hit share may differ from the screen's.

Screens in order: Nrf2 ARE act, HepG2 tox, EPAC2 antag, ATXN2 expr inh, MCF10A rereplic, TGFb inhibitor, S2 tox, A549 viability, Nrf2 inh
- Cc1cc(OC(=O)c2ccccc2Br)c([N+](=O)[O-])c(=O)[nH]1
→ -0.4%, 2%, 1%, 2%, 0%, 8%, i, -6%, 7%
- Cc1cccc(OCCn2cc(/C=N/NC(=O)c3ccncc3)c3ccccc32)c1
→ 10%, -29%, -4%, ?, ?, -2%, /, ?, ?
- CCOC(=O)C1CCCN(C(=O)c2ccc3c(c2)N(Cc2cccc(Cl)c2)C(=O)c2ccccc2S3(=O)=O)C1 (stereo not drawn)
→ 3.5%, -2%, /, /, /, -35%, /, -2%, /
- O=C(NCCc1nc2ccccc2[nH]1)/C(=C/c1ccco1)NC(=O)c1ccc(Br)cc1
→ 0.0%[9.22 µM], 3%, 17%, -2%, 9%, -11%, i, 6%, 9%
- CCOc1cccc(CNCCNC(=O)c2nonc2N)c1
→ -1.0%&-0.5%, -24%&-9%, -3%, -11%&-3%, -6%, -4%&2%, i, 0%&3%, 11%&8%
- Cc1cc(C)cc(N2C(=O)CC(c3ccc(C(F)(F)F)cc3)C3=C2COC3=O)c1 (stereo not drawn)
→ -0.9%, -2%, /, 11%, /, -19%, i, 2%, -12%
- CC(=O)c1ccc(NC(=O)C(C)Sc2nnc(C3CC3)n2C2CC2)cc1 (stereo not drawn)
→ -0.7%, -3%, 2%, 7%, -1%, 3%, i, -4%, -6%
- S=C(NCCc1ccccc1)N1CCCC1
→ 3.3%, 13%, -1%, 61%[activator], 3%, 6%, i, -3%, ?
- COc1ccc(OCC(=O)Nc2cccc(C(=O)OCc3cc(=O)n4nc(C)sc4n3)c2)cc1
→ 2.7%, -8%, /, /, /, 0%, /, 1%, /
- NSc1nc(N)c2nc(-c3ccccc3)c(-c3ccccc3)nc2n1
→ -0.1%, 0%, -8%, ?, -36%[inhibitor], 0%, /, -1%, -30%
- Cc1sc2ncnc(SCC(=O)N3CCCCC3)c2c1C
→ -0.1%, 1%, 4%, 3%, 9%, 3%, i, -9%, ?
- COC(=O)c1onc(-c2ccccc2)c1C(=O)OC
→ -0.5%, 1%, 5%, 2%, -4%, 8%, ?, -8%, -4%
- CCOc1ccccc1NC(=O)c1nnn(CC(=O)Nc2ccc(OC)c(OC)c2)c1N
→ -0.3%, -15%, /, /, /, -3%, /, -4%, 18%
- O=C(CN1C(=O)NC(c2ccccc2)(c2ccccc2)C1=O)N1CCN(c2ccc(F)cc2)CC1
→ 0.0%, -54%, 0%, /, 20%, ?, i, -14%, ?
- Cc1ccc(NC(=O)/C(=C/c2cccc([N+](=O)[O-])c2)NC(=O)C2CCCCC2)cc1
→ -0.4%, -4%, 7%, -10%, 5%, -9%, i, -8%, -24%
- CN1CCN(C(=O)C2CC(c3c(F)cccc3Cl)=NO2)CC1 (stereo not drawn)
→ -0.1%, -12%, 8%, 23%, -10%, 30%, i, 12%, 0%
- COC(=O)c1ccc(C(=O)OC)c(NC(=O)Nc2ccc3c(c2)OCO3)c1
→ 0.2%, 0%, 9%, 169%[activator], 0%, 4%, i, 0%, ?
- COc1ccc(/C=N/NC(=O)c2ccccc2OC)cc1COc1ccc(C)cc1
→ 2.7%, -13%, -2%, -6%, ?, -3%, i, -4%, -7%
- O=C(NCCCN1CCOCC1)c1cc(C(=O)C2CCCCC2)c[nH]1
→ -0.2%, 7%, 10%, -26%, -1%, -5%, i, 4%, 11%
- CCOc1ccc(N(CC(=O)Nc2ccc(C)cc2)S(=O)(=O)c2c(C)noc2C)cc1
→ -0.5%, -3%, 2%, -3%, 12%, 11%, i, -9%, -10%
- COc1ccc(-c2[nH]nc3c2C(c2ccccc2OC(=O)N2CCOCC2)C(C#N)=C(N)O3)cc1 (stereo not drawn)
→ 13%, -16%, 0%, -5%, 0%, 0%, i, 13%, 8%
- Cc1cc(=O)oc2cc(OCC(=O)OCC(=O)NC(=O)NC(C)C)ccc12
→ -0.4%, 1%, -3%, 18%, 21%, 3%, i, -1%, -7%
- O=C(COC(=O)CCS(=O)(=O)c1ccccc1)Nc1cc(S(=O)(=O)N2CCCCC2)ccc1Cl
→ 0.0%, 0%, -3%, -12%, 9%, 20%, i, -1%, -3%
- Cc1ccn2cc(CNC(=O)c3cccs3)nc2c1
→ -0.1%, 4%, 4%, 3%, 0%, 1%, i, 2%, 6%
- O=C(CSc1nncc2ccccc12)N1CCOCC1
→ 5.0%, 0%, 2%, 93%[activator], 3%, -3%, i, -4%, -10%
- CC(=O)c1sc(-c2ccc(F)cc2)cc1NS(=O)(=O)c1ccccc1
→ -0.1%, -3%, -4%, 0%, 4%, 14%, i, -5%, 15%
- CC(Oc1ccc(F)cc1)C(=O)Oc1ccc(N(C)S(=O)(=O)c2ccccc2)cc1 (stereo not drawn)
→ 0.4%, 0%, -6%, -4%, 3%, 0%, i, 1%, 11%
- CC(C)[C@H](NS(=O)(=O)c1ccccc1)C(=O)OCn1nnc2ccccc2c1=O
→ 0.0%, -4%, 21%, 2%, 10%, -4%, i, 17%, 49%
- O=C(Nc1ccc(S(=O)(=O)N2CCCCC2)cc1)C1CCN(C(=O)c2ccco2)CC1
→ -1.9%, -14%, -3%, -11%, ?, -20%, i, 3%, ?
- Cc1nc(N2CCN(C(=O)c3ccco3)CC2)c2oc3ccccc3c2n1
→ 0.2%, -9%, -1%, ?, ?, 2%, i, -13%, 21µM*
- COc1ccc(CNC(=O)C2(C)Cc3c(-c4ccc(C(N)=O)cc4)ccnc3O2)cc1OC (stereo not drawn)
→ 1.5%, 7%, 2%, 7%, /, -5%, i, /, /
- Cc1cc(C(=O)N2CCC2(C)C(=O)NS(=O)(=O)c2cccc(OC(F)F)c2)nn1C (stereo not drawn)
→ 0.3%, -1%, 1%, -13%, /, -6%, i, /, /
- CC1=CC(C)(C)N(C(=O)Nc2ccccc2)c2ccccc21
→ 2.0%, -162%, -7%, 15%, 2%, -7%, i, 11%, ?
- CCc1ccc(-n2cc(-c3ccc(F)cc3)[n+]3c2SCCC3)cc1
→ 5.6%, -36%, 8%, ?, 25%, -15%, i, 2%, ?
- Cc1c(N(C)S(=O)(=O)c2cccc(C(=O)NCC3CCCO3)c2)c(=O)n(-c2ccccc2)n1C (stereo not drawn)
→ 0.4%, 5%, -5%, -7%, 6%, 38%[activator], i, 17%, 5%
- S=C1NCN(Cc2ccccc2)CN1
→ 0.2%, 37%, 4%, -10%, ?, 34%[activator], i, 9%, 1%
- O=C1Cc2cc(S(=O)(=O)N3CCNCC3)ccc2N1
→ 0.9%, -2%, 11%, -22%, -6%, 0%, i, -1%, 2%
- CN(C)c1ccc(/C=C(/NC(=O)c2ccccc2)C(=O)N/N=C/c2ccc([N+](=O)[O-])c(O)c2)cc1
→ 0.3%, -12%, -20%, -1%, 24%, 0%, i, ?, ?
- Cc1cc(C)cc(NC(=O)CSc2nnc(Cc3cccn3C)n2-c2ccc(F)cc2)c1
→ 2.7%, -1%, -5%, -1%, 13%, 10%, i, -2%, 13%
- CC1CCC(NS(=O)(=O)c2ccc(Cl)nc2)CC1 (stereo not drawn)
→ 4.1%, -11%, 0%, 27%, 2%, 1%, i, 0%, 2%
- CCc1ccc(N(CC(=O)NCc2ccco2)C(=O)CCC(=O)Nc2nccs2)cc1
→ -0.6%, 1%, -3%, 4%, -5%, 5%, i, 1%, 7%
- O=C(CSc1nnc2ccc(-c3cccnc3)nn12)Nc1ccccc1
→ 0.9%, -8%, 0%, 10%, 1%, 0%, i, -7%, -27%
- Cc1nn(C)c(C)c1CN(C)C(=O)CCCC(=O)O
→ -1.6%, -17%, -4%, 1%, -3%, 1%, i, 5%, 21%
- O=C1NC(=S)S/C1=C/c1ccc(N2CCOCC2)o1
→ ?, -35%, -17%, 9%, ?, -3%, /, 21µM*, 19%
- Cc1ccc(Cn2cc(-c3ccccc3)nn2)cc1
→ 4.0%, -2%, -2%, 45%[activator], -16%, -16%, i, 0%, ?
- CC(C)c1ccc(C(=O)Nc2nnc(S(=O)(=O)N3CCCCC3)s2)cc1
→ -0.3%, 3%, -3%, 0%, -75%[inhibitor], 0%, ?, -8%, -11%
- CCOc1ccc(-c2noc(-c3cccnc3)n2)cc1OCC
→ 0.0%, 20%, -10%, 34%, -33%[inhibitor], 16%, i, -1%, -26%
- O=C1CN(C(=O)COC(=O)c2cnc(Cl)c(Cl)c2)c2ccccc2N1
→ -0.2%, -4%, 1%, /, -5%, 7%, ?, -8%, -9%
- CCCN1CCN(CCCNC(=O)CCn2nc(-c3ccccc3)ccc2=O)CC1
→ 0.4%, -1%, 9%, 0%, -2%, -1%, i, -2%, -1%
- CCN(CC)S(=O)(=O)c1nnc(NC(=O)COc2ccc(C)cc2)s1
→ 1.7%, -8%, /, 10%, /, 4%, i, -2%, ?
- CCN(c1ccccc1)S(=O)(=O)c1ccc2c(c1)OCCO2
→ -0.8%, 4%, -27%, -1%, -2%, -16%, i, -2%, 15%
- CSc1cc(C)nc(NC(C)=O)n1
→ -0.7%, 1%, 2%, -2%, -9%, 6%, i, 8%, 7%
- CCOc1ccc(C(=O)NCC(=O)Nc2ccc3c(c2)OCO3)cc1OCC
→ 3.1%, 1%, -21%, 9%, 8%, 33%[activator], i, 1%, ?
- COc1ccc(C)cc1S(=O)(=O)N(CC(=O)Nc1ccc2c(c1)OCCO2)Cc1ccccc1
→ -0.7%, -8%, -3%, 3%, -6%, -5%, i, -3%, /
- Cc1ccc(CO/N=C/C2=C(Cl)c3ccccc3CC2)cc1
→ 0.3%, -10%, 10%, 15%, 1%, -5%, i, 4%, /
- O=C(CN1CCC(NC(=O)C2CC2)CC1)Nc1cccc(F)c1
→ -0.2%, -4%, 3%, -5%, -3%, 3%, i, 3%, 4%

Single entries from the entries so far.
Nrf2 ARE act with `CSc1cc(C)nc(NC(C)=O)n1` → -0.7%
HepG2 tox with `CCCN1CCN(CCCNC(=O)CCn2nc(-c3ccccc3)ccc2=O)CC1` → -1%
